High-throughput results: PubChem BioAssay, Broad Institute
F508del corr: F508del CFTR correction, initial screen, CFBE line, single point; 350,000 tested, 0.36% active; activity (quench increase), % at 7.58 µM; CFBE cells, YFP halide quenching; stimulated with forskolin plus potentiator P3; % fluorescence drop versus neutral controls; AID 720511, 2013;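 active = mean added fluorescence quench of at least 8% versus neutral control, with both replicates also reaching 8%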;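 note: cells transiently co-express mutant CFTR-F508del with the halide-sensitive YFP; corrector assay measuring rescue of mutant channel to the surface after 24 h compound exposure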
Cneo AK release: Cryptococcus neoformans cell lysis inducers, primary screen, AK release luminescence, single concentration. C. neoformans lysis, adenylate kinase release luminescence, 4 h; normalised: neutral wells 0, clomiphene wells 100. lysis activity, % at 15 µM. 360,000 tested, 0.2% active;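 active = mean lysis activity across replicates of at least 80%, whatever share of replicates individually reach that level; inactive = mean lysis activity below 80%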
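Assay system: C. neoformans cells. Amount: yeast cell density of 5 × 10^6 cells/mL. Technique: AK luminescence. Buffer or medium: YPD. Times: static 4 h at 37 °C with compound, 1 h detection. Dosing: single-point compound dose. Read-out: lysis from increased AK signal.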
GSIS activator: GLuc luminescence reporter in INS-1E cells, primary screen for activators of glucose-dependent secretion of insulin. INS-1E GLuc reporter insulin secretion, 2-3 h. activation, % at 16.6 µM. 370,000 tested, 0.61% active. AID 743287, 2014;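 active = lowest replicate activation of at least 40%, so every replicate reaches that level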;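 note: 0% = median of neutral control wells and 100% = median of IBMX positive control wells; some compounds called inactive have numbers as strong as hits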
PglD DTNB: C. jejuni PglD acetyltransferase inhibitors, primary screen, biochemical, DTNB colorimetric, single point | UDP-N-acetylbacillosamine N-acetyltransferase PglD (Campylobacter jejuni) | purified PglD enzyme, DTNB colorimetric CoA detection | inhibition, % at 12.5 µM | 360,000 tested, 0.098% active | AID 602405, 2012; in the data active = inhibition above about 16%, passing the limit was not always enough; note: strong numbers were not always called active
miR122 inh: miR-122 Renilla sensor signal increase in Huh7, primary screen, miR-122 inhibitor project, cell-based, single point, plate reader. Huh7 miR-122 Renilla luciferase sensor, 48 h; neutral wells = 0, positive control = 100. activation (reporter increase), % at 12.5 µM. 340,000 tested, 0.3% active. AID 602342, 2012;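 active = mean replicate activation score at least 90 and every replicate individually at or above 90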;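 note: higher luciferase means less miR-122 activity so hits act as miR-122 inhibitors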
FN deposit inh: inhibitors of fibronectin matrix deposition, primary screen, AH1F cells, Alexa488-fibronectin fluorescence, plate reader | AH1F fibroblasts, overnight | inhibition, % at 12.6 µM | 350,000 tested, 0.086% active;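 active = mean inhibition across replicates of 30% or more, regardless of how many single replicates reach that level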;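 note: positive control wells lacked labelled fibronectin entirely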
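Schedule: 1 h cell adhesion before compound, then overnight fibronectin incubation; test system: AH1F fibroblast monolayer depositing Alexa488-labelled fibronectin into matrix; quantity: 10000 AH1F cells per well; probe or stimulus: fluorescent fibronectin at 24 nM final; signal: fluorescence, ex 485 nm, em 525 nm; evaluation: percent inhibition as loss of matrix-bound fibronectin fluorescence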
Statin myotox sup: suppressors of statin myotoxicity in C2C12 myotubes, primary screen, cell-based, single point, plate reader; 330,000 tested, 0.78% active; C2C12 myotubes + simvastatin, ATP luminescence, 48 h; scaled: DMSO 0, geranylgeraniol control 100; rescue of ATP level, % at 7.49 µM; AID 602340, 2012;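 active = mean ATP rescue above about 67%, or every replicate alone reaching that limit, limit read from the data, passing the limit was not always enough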;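 note: myotubes were challenged with 10 µM simvastatin during compound exposure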
PGC1a acetyl inh: inhibitors of PGC1a acetylation signal, primary screen, cell-based, U2OS, AlphaScreen, inhibitor mode; AlphaScreen anti-acetyl-lysine; with virally co-expressed GCN5 acetyltransferase; inhibition, % at 15.6 µM; 350,000 tested, 0.17% active;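 active = every replicate shows inhibition of at least 40%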;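 note: 0% = neutral control wells and 100% = positive control wells; some results beyond the cut were filed as inactive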
* = called active by the depositor; / = not tested or not shown; [ ] = remark or other dose.

SMILES	F508del corr	Cneo AK release	GSIS activator	PglD DTNB	miR122 inh	FN deposit inh	Statin myotox sup	PGC1a acetyl inh
O=C(Cn1cc(C(F)(F)F)ccc1=O)Nc1cc(S(=O)(=O)N2CCOCC2)ccc1Cl	/	0	-12	-2	1	0	/	-224
COc1cccc(NS(=O)(=O)c2ccc3[nH]cc(C(=O)NCCN4CCOCC4)c(=O)c3c2)c1	/	-3	/	2	-7	/	3	-3
COc1cccc(N2CCN(c3ncnc4c3[nH]c3ccc(F)cc34)CC2C)c1 (stereo unspecified)	/	0	/	6	-32	/	-261	77*
O=C(CS(=O)(=O)c1ccc(F)cc1)Nc1nnc(-c2ccccc2Cl)o1	-0.9	3	-9	-4	/	2	/	/
CN1CCN(c2ccc(C(CC(N)=O)NC(=O)Cc3cccc4ccccc34)cc2[N+](=O)[O-])CC1 (stereo unspecified)	-0.7	1	29	0	-5	-1	9	0
Cc1noc(C)c1S(=O)(=O)Nc1ccc2c(c1)CC(=O)N([C@H](C)CO)C[C@@H](C)[C@H](CN(C)C(=O)Nc1ccc(C(F)(F)F)cc1)O2	4.5	-4	-19	1	0[16.7 µM]	-2	-7	9
C[C@H]1CN([C@@H](C)CO)C(=O)c2cccc(NC(=O)Nc3cccc4ccccc34)c2O[C@@H]1CN(C)C(=O)Nc1ccccc1	-1.1	-2	-24	4	13[16.7 µM]	/	20	1
Cn1cc(-c2cnc3c(NC=O)cc(-c4cccc(C(F)(F)F)c4)cn23)cn1	3.2	-3	5	2	-13	4	-18	/
Cc1ccc(C(C)NC(=O)c2cccnc2)cc1 (stereo unspecified)	-2.2	2	-5	5	-1	-4	5	/
C[C@@H]1CCCCO[C@@H](CN(C)C(=O)Nc2ccc3c(c2)OCO3)[C@H](C)CN([C@@H](C)CO)C(=O)c2cc(NC(=O)CCCN(C)C)ccc2O1	1.3	2	7	0	3[16.7 µM]	/	/	-8
Cc1cc(C)cc(N2CN=C3SCC(=O)N3C2)c1	/	1	13	-1	2	/	/	5
CN1C(=O)c2cc(NS(=O)(=O)c3cccc(F)c3)ccc2OC[C@H]2O[C@@H](CC(=O)NCCN3CCCCC3)CC[C@@H]21	-2.3	-2	7	-1	17[16.7 µM]	-6	3	7
COc1ccc(C(=O)NC2CCCc3c2cnn3-c2cccc(C)c2C)c(OC)n1 (stereo unspecified)	-0.2	-1	-46	-1	0	/	-11	13
C[C@H]1CCCCO[C@@H](CN(C)C(=O)C2CCCCC2)[C@@H](C)CN([C@@H](C)CO)C(=O)c2cc(NS(=O)(=O)c3cn(C)cn3)ccc2O1	0.9	0	6	-4	-1[16.7 µM]	/	/	-11
CCN(Cc1ccccc1)C(=O)CCNS(=O)(=O)c1cc(Br)cnc1N	-1.1	0	-11	-2	11	-5	-10	-5
Cc1ccccc1Nc1nc(N)nc(-c2oc3ccccc3c2C)n1	-2.1	5	5	0	-9	3	/	6
Cn1nc(C(=O)NNC(=O)c2ccccc2Br)c2ccccc2c1=O	-3.8	-1	-6	2	4	6	5	5
CCOc1ccc(NC(=S)Nc2ccc(OC(F)(F)F)cc2)cc1	/	1	/	-1	3	/	-13	-14
C[C@@H]1CCCCO[C@@H](CN(C)Cc2ccc(C(=O)O)cc2)[C@@H](C)CN([C@@H](C)CO)C(=O)c2cc(NS(=O)(=O)c3cccs3)ccc2O1	1.9	33	5	1	8[16.7 µM]	/	/	18
COc1ccc(N2CCN(C(=O)Cc3nn(C)c(=O)c4ccccc34)CC2)cc1	/	0	/	2	-3	/	-3	11
C[C@@H]1CN([C@H](C)CO)C(=O)c2cc(NC(=O)Cn3cnnn3)ccc2O[C@@H]1CN(C)S(C)(=O)=O	-1.9	-4	29	0	-2[16.7 µM]	/	/	0
c1ccc2c(-n3cccn3)cccc2c1	/	-2	/	-9	-1	/	7	10
Cc1ccc(C)c(NC(=O)COC(=O)c2cc3ccccc3oc2=O)c1	-2.8	2	-18	1	2	6	2	-4
CCOc1ccc2nc(NC(=O)CN3CCC(n4nnc5cc(F)ccc54)CC3)sc2c1	/	-3	-43	4	-3	-10	1	2
CCc1nc2c(OCCOc3ccccc3)cccn2c1N(C)C(=O)C1CC1	/	-1	/	0	-14	/	-5	/

Among those listed so far, these contain a Cl atom:
SMILES	F508del corr	Cneo AK release	GSIS activator	PglD DTNB	miR122 inh	FN deposit inh	Statin myotox sup	PGC1a acetyl inh
O=C(Cn1cc(C(F)(F)F)ccc1=O)Nc1cc(S(=O)(=O)N2CCOCC2)ccc1Cl	/	0	-12	-2	1	0	/	-224
O=C(CS(=O)(=O)c1ccc(F)cc1)Nc1nnc(-c2ccccc2Cl)o1	-0.9	3	-9	-4	/	2	/	/

The listing picks up with the 2 entries that preceded the break.
SMILES	F508del corr	Cneo AK release	GSIS activator	PglD DTNB	miR122 inh	FN deposit inh	Statin myotox sup	PGC1a acetyl inh
CCOc1ccc2nc(NC(=O)CN3CCC(n4nnc5cc(F)ccc54)CC3)sc2c1	/	-3	-43	4	-3	-10	1	2
CCc1nc2c(OCCOc3ccccc3)cccn2c1N(C)C(=O)C1CC1	/	-1	/	0	-14	/	-5	/
Cn1c(=O)c2c(nc(N3CCCCCC3)n2CC(O)COc2ccccc2)n(C)c1=O (stereo unspecified)	/	-1	/	1	-2	/	-14	-10
CC(Sc1ccccc1)C(=O)N1CCN(S(=O)(=O)c2ccccc2)CC1 (stereo unspecified)	-2.6	-1	15	7	-6	4	-5	1
C=CCNC(=S)Nc1ccc2cn[nH]c2c1	4.4	/	40*	/	/	10	/	13
Cc1ccc(NC(=O)COC(=O)c2ccc(-n3cnnn3)cc2)c(Br)c1	0.0	0	-2	2	-1	-2	-3	3
Cc1ccc2nc(C)cc(C(=O)N3CCCC(CO)(Cc4ccccc4C)C3)c2c1 (stereo unspecified)	3.0	18	-29	-4	12	-27	3	-3
COc1ccc(N/C=C(\C#N)c2ccc(OCCCF)cc2)cc1	/	2	-12	3	7	/	/	/
O=c1c2sccc2[nH]c(=S)n1-c1ccccc1	-0.1	-4	-4	5	-4	5	4	5
CCCC(=O)Nc1ccc2c(c1)C(=O)N(C)C[C@@H](OC)[C@H](C)CN(C(=O)Cc1cccnc1)[C@H](C)CO2	0.0	4	17	3	/	0	7	1
CC1CC(Nc2ccccc2)c2ccccc2N1C(=O)c1cccnc1 (stereo unspecified)	/	0	-4	-6	1	5	25	-6
CCOc1ccccc1-c1noc(CCC(=O)NC2CCCCC2)n1	-0.9	6	8	5	3	6	5	12
C#CCOCCOCCOCCNc1nc(N2CCN(C(=O)[C@H](CCC(=O)O)n3cc(C(N)CC(C)C)nn3)CC2)nc(N2CCN(C(=O)[C@H](CCC(=O)O)n3cc(C(N)[C@H](C)CC)nn3)CC2)n1 (stereo partly specified)	/	1	/	-3	-3	/	10	-1
Cc1cc(C)cc(OCC(=O)OCC(=O)NC2CCCCCC2)c1	2.4	0	1	-1	/	-4	3	/
c1ccc2nc(SCc3cn4ccccc4n3)cnc2c1	1.5	5	5	3	/	8	/	/
Cc1cc(=O)[nH]c2c(N=Nc3ccc(O)cc3)c(N)nn12	-2.1	-1	3	-2	1	12	1	4
CC(C)(C)OC(=O)C1C(=O)CC(C)(O)C(C(=O)OC(C)(C)C)C1c1ccco1 (stereo unspecified)	/	0	/	6	-5	/	-9	-10
Cc1cc(NC(=O)CSCc2ccccc2C)no1	0.1	/	14	/	/	13	/	1
CC(C)(C)S(=O)(=O)c1cnc2c(S(=O)(=O)c3ccccc3)cnn2c1N	1.2	-1	30	-3	3	-10	3	2
O=C(C[C@@H]1CC[C@@H]2[C@H](COC[C@H](O)CN2C(=O)c2ccccc2F)O1)NCc1ccc(Cl)c(Cl)c1	1.0	-1	-1	-1	0[16.7 µM]	6	-18	-7
CN(C)S(=O)(=O)c1ccc(Cl)c(NC(=O)COC(=O)/C=C/c2ccco2)c1	/	-1	-12	5	-1	-2	-2	-1
C/C=C/c1ccc([C@H]2[C@@H](CO)N(C(C)=O)[C@H]2CN(C)C(=O)c2ccccn2)cc1	1.8	18	7	4	0[16.7 µM]	-1	13	1
COc1ccc(N(CC(=O)NCCc2ccccc2)C(=O)c2csnn2)cc1OC	1.7	1	2	-5	-7	-1	24	/
O=C(Nc1c(F)c(F)c(F)c(F)c1F)c1ccc(Br)o1	-0.2	0	0	1	-5	-1	2	/
O=C1C2C3c4ccccc4C(c4ccccc43)C2C(=O)N1Cc1ccco1 (stereo unspecified)	/	0	/	24*	1	/	6	-5
CCN(CC)CCCNC(=S)N(Cc1cccnc1)Cc1cc2cc(C)ccc2[nH]c1=O	0.0	/	16	/	-3	-1	-5	-8
CCOC(=O)C1CCCN(C(=O)c2cc3c(-c4cccc(OC)c4)nn(C)c3s2)C1 (stereo unspecified)	/	-2	/	-2	10	/	96*	-3
CN(CC(=O)Nc1ccc(Cl)cc1F)C1CCS(=O)(=O)C1 (stereo unspecified)	-4.3	1	3	1	-7	3	-3	4
Cn1c(=O)c([N+](=O)[O-])c(Cl)c2ccccc21	1.3	-3	88	-9	12	-2	-56	-2
CC1=NN(c2ccc(C(=O)O)cc2)C(=O)/C1=C\c1ccc(OC(=O)c2cccs2)cc1	-0.9	/	-18	/	/	7	/	1
CN(C)c1ccc(P(=O)(OCc2ccccc2)C(O)c2ccccc2)cc1 (stereo unspecified)	-0.6	/	31	/	/	-3	29	-8

Records listed above that bear a hit mark in GSIS activator.
Structure	F508del corr	GSIS activator	PglD DTNB	miR122 inh	PGC1a acetyl inh
C=CCNC(=S)Nc1ccc2cn[nH]c2c1	4.4	40*	/	/	13
